# Screens as filed in PubChem BioAssay.
# RTF Ca sens act: cardiac RTF calcium sensitivity activators, primary screen, biochemical, IANBD-TnC fluorescence, EC20 calcium. Troponin I, cardiac muscle (Homo sapiens) + Troponin T, cardiac muscle (Homo sapiens) + …. IANBD-labeled TnC RTF fluorescence at EC20 calcium; 0% EC20 calcium, 100% full calcium. activation, % at 7.2 µM. 340,000 compounds, 0.24% hits;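 active means activation above the mean over all tested compounds plus 3 SD, cut at about 30% in these data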;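 further: rise in fluorescence read as greater calcium sensitivity of cardiac thin filaments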
# Rtt109 Vps75: inhibitors of C. albicans Rtt109/Vps75 HAT, primary screen, biochemical, ThioGlo CoA-SH fluorescence, plate reader. purified Rtt109/Vps75, 4 h. inhibition, % at 34.9 µM. 330,000 compounds, 0.16% hits. AID 540336, 2011. Histone acetyltransferase RTT109 (Candida albicans (strain SC5314 / ATCC MYA-2876)), …;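 active means inhibition of at least 50% in every replicate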
# Target sequence (Q5AAJ8 whole entry, looked up): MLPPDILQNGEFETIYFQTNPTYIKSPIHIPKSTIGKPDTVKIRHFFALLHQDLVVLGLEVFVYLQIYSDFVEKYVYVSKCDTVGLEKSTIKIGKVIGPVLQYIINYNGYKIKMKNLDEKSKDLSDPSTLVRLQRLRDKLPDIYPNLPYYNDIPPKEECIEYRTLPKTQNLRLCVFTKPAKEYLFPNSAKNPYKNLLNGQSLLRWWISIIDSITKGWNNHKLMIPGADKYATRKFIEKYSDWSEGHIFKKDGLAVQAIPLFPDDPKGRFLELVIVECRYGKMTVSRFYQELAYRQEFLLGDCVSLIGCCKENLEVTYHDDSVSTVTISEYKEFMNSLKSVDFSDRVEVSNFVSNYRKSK
# PfHsp90 yeast 2: growth inhibition of PfHsp90-expressing yeast, primary screen, antimalarial PfHsp90 inhibitor project, S. cerevisiae, BacTiter-Glo luminescence, single point, set 2; inhibition, % at 9.4 µM; BacTiter-Glo ATP, 48 h; yeast lacking PDR1 and PDR3 efflux regulators; 310,000 compounds, 0.32% hits;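 active means every replicate shows inhibition above about 80%, whatever the replicate mean, limit read from the data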;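 further: 0% = DMSO neutral controls and 100% = 20 µM radicicol positive controls; yeast relying on Plasmodium falciparum Hsp90 in place of its own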
# Keap1-Nrf2 PPI: Keap1-Nrf2 protein-protein interaction inhibitors, primary screen, biochemical, fluorescence polarization, single point; Kelch-like ECH-associated protein 1 (Homo sapiens), Q14145; Keap1 Kelch-Nrf2 peptide fluorescence polarization, 1536-well; inhibition, % at 9.4 µM; 340,000 compounds, 0.15% hits; AID 504523, 2011; in the data active means inhibition above about 12%;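 further: human Keap1 Kelch domain with fluorescein labeled Nrf2 9mer peptide probe; 0% = neutral control wells and 100% = peptide positive control; higher means more block of Keap1 binding to Nrf2 peptide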
# Target sequence (Q14145 whole entry, looked up, the tested form may be a part): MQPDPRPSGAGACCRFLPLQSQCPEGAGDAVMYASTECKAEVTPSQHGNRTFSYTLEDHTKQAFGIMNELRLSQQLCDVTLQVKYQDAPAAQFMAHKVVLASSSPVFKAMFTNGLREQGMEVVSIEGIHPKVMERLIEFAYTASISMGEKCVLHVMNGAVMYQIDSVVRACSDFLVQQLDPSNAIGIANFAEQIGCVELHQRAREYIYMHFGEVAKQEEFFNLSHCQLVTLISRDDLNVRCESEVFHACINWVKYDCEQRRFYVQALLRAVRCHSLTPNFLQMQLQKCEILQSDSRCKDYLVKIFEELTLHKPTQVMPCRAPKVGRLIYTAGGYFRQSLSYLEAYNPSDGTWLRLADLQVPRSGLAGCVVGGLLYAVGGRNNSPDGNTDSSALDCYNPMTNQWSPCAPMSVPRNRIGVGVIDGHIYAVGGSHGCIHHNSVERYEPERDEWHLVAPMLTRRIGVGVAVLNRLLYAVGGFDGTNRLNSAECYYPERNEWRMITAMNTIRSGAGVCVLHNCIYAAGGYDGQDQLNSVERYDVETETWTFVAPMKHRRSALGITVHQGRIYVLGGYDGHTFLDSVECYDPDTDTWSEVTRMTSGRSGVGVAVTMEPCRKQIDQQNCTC
# SUMO Mot1 rescue: yeast Mot1-301 growth rescue at high temperature, primary screen, SUMOylation pathway inhibitor project, S. cerevisiae, ATP luminescence, 38.5C; 320,000 compounds, 1% hits; growth rescue, % at 18.8 µM; S. cerevisiae Mot1-301 growth rescue; percent above DMSO median, 100 means doubled;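 active means every valid replicate shows activation above 250% relative to neutral control wells; inactive means the rest, any valid replicate at or below 250%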;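 further: OY570 slx delta 5 strain wells were the positive control but not used for scaling; some compounds called inactive have numbers as strong as hits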
# dFosB activator: activators of delta FosB homodimer, primary screen, biochemical, fluorescence polarization, TAMRA-CDK5 oligo, single point. 340,000 compounds, 0.99% hits. Protein FosB (Mus musculus), P13346. activation, % at 25 µM. purified delta FosB; percent of positive-control signal above neutral wells. AID 493131, 2011;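 active means mean activation above about 17%, with every replicate also reaching it, limit read from the data, passing the limit was not always enough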;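 further: fluorescence polarization rise as delta FosB binds a TAMRA Cdk5 AP-1 oligo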
# C-LANA FP: inhibitors of KSHV C-LANA binding to DNA, primary screen, biochemical, fluorescence polarization, FAM-LBS DNA, MBP-C-LANA, single point | Kaposi's sarcoma herpesvirus LANA C-terminal domain (residues 932-1162) DNA binding | inhibition, % at 9 µM | 340,000 compounds, 0.078% hits;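 active means highest replicate inhibition at or above 60% at 9 µM, even if other replicates fall short; inactive means all replicates below 60% inhibition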;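 further: 0% = neutral control wells and 100% = 4 µM acridine orange control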
# Cardiac RTF inh: cardiac RTF calcium sensitivity inhibitors, primary screen, biochemical, IANBD-TnC fluorescence, EC70 calcium; 340,000 compounds, 0.12% hits; IANBD-labeled cardiac RTF, Ca2+ fluorescence; Troponin I, cardiac muscle (Homo sapiens) + Troponin T, cardiac muscle (Homo sapiens) + …; AID 493244, 2011; inhibition, % at 7.15 µM;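 active means inhibition above the mean inhibition of all tested compounds plus 3 SD, cut at about 17% in these data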;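 further: assay run at fixed EC70 calcium of 1.6 mM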
# PvdQ inh: P. aeruginosa PvdQ acylase inhibitors, primary screen, biochemical, fluorescence, plate reader and imaging, single point. inhibition, % at 10 µM. purified PvdQ acylase. 340,000 compounds, 0.063% hits; in the data active means inhibition above about 30%, passing the limit was not always enough;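 further: 0% = vehicle neutral wells and 100% = reference inhibitor wells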
# CDK5 inh: inhibitors of human CDK5/p35 kinase, primary screen, biochemical, single concentration. inhibition, % at 10 µM. 330,000 compounds, 0.01% hits. Cyclin-dependent kinase 5 (Homo sapiens) + Cyclin-dependent kinase 5 activator 1 (Homo …. Recombinant CDK5/p35, ADP-Glo luminescence, 60 min;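 active means highest replicate inhibition of at least 50% and at least 75% of replicates reaching 50%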;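 further: plate controls were DMSO neutral control for no effect and GW8510 at 10 µM for full effect; many of its hits are not listed in these tables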
# NSD2 HMT inh: NSD2 histone methyltransferase inhibitors, primary screen, biochemical, AlphaScreen, single concentration, set 2. NSD2 peptide methylation, 120 min. 310,000 compounds, 0.54% hits. inhibition, % at 12.5 µM. Histone-lysine N-methyltransferase NSD2 (Homo sapiens), O96028; in the data active means inhibition above about 50%
# * hit, by the source's call; nt = not tested or not shown; + = active, no number.
# Values run as follows: RTF Ca sens act	Rtt109 Vps75	PfHsp90 yeast 2	Keap1-Nrf2 PPI	SUMO Mot1 rescue	dFosB activator	C-LANA FP	Cardiac RTF inh	PvdQ inh	CDK5 inh	NSD2 HMT inh
> CC1=CC=CC2=NC(=O)CC(C)(C(=O)N(CC(=O)NC3CCCC3)Cc3ccc(Cl)cc3)N12 (centres undefined)
 : -9	1	-3	-2	4	0	-1.8	-4	9	1.2	-1
> O=C1CCN(S(=O)(=O)c2ccccc2)C2CCCCC12 (centres undefined)
 : -14	3	-20	2	-13	-8	-1.0	-7	-7	-0.5	-1
> O=C(COC(=O)C1CCN(S(=O)(=O)c2cccs2)CC1)NCc1ccc(F)cc1
 : 8	32	-6	-1	-5	-10	0.3	4	-1	0.0	-3
> O=C(CN1CCCC1)Nc1ccccc1Sc1ccccc1
 : 6	-2	-8	-3	-1	-6	-1.2	-7	-17	-0.8	-1
> CCOC(=O)Cn1c(=N)n(Cc2ccccc2)c2ccccc21
 : -4	2	-2	-2	657	-4	6.6	-6	13	-2.0	3
> Cc1nc(Cc2nnc(SCC(=O)N3CCN(c4ccc(O)cc4)CC3)o2)cs1
 : 1	2	-6	-2	nt	-11	1.4	-15	-7	-3.8	-1
> Cc1noc(C)c1NC(=O)Nc1cccc2c1O[C@H](CN(C)S(=O)(=O)c1cccs1)[C@@H](C)CN([C@H](C)CO)C2=O
 : -2	3	-17	3	9	-13	1.2	4	-2	1.1	nt
> Cc1cc(NC(=O)COc2coc(CN3CCN(c4ccccc4)CC3)cc2=O)no1
 : -1	0	26	-3	-14	-3	-0.6	6	-8	0.9	4
> COc1ccc(-c2ccccc2)cc1NC(=O)c1ccncc1
 : -4	1	-1	-3	-10	-5	-1.3	-5	-5	0.1	-1
> COc1ccccc1OCCCCN1CCC(C)CC1
 : -4	8	-5	-4	-16	3	0.9	-6	2	-0.4	3
> CC(=O)c1sccc1NC(=O)c1ccccc1C(=O)O
 : 2	-8	31	1	143	3	1.1	2	4	0.4	-2
> O=C(Nc1ccc(N2CCOCC2)cc1N1CCOCC1)c1ccc([N+](=O)[O-])cc1
 : -1	-10	-7	-3	-12	0	-0.8	2	0	0.4	0
> COc1ccccc1OC(C)C(=O)Nc1ccc2c(c1)n(C)c(=O)n2C (centres undefined)
 : 0	5	0	-1	-12	-6	0.3	-10	-10	-0.9	0
> O=C1CCCN1CCCNc1ncnc2c1cnn2-c1ccc(Cl)cc1
 : -1	-11	3	-3	-31	-13	-0.5	-6	-13	0.4	nt
> COc1ccc(C(=O)c2ccc(N3CCOCC3)c([N+](=O)[O-])c2)cc1
 : 2	5	-1	-2	-8	-1	-1.9	-2	-7	0.3	15
> COc1ccc(OC)c(NC(=O)NC2CCCCCCC2)c1
 : 1	-2	-4	2	132	-11	1.6	-9	-2	-0.2	1
> COc1ccc2oc(C(=O)OC(C)C(=O)N(C)c3ccccc3)c(C)c2c1 (centres undefined)
 : -6	8	nt	-1	22	-17	-0.3	6	5	-1.6	-4
> CCOC(=O)N1CCC(NC(=O)CSCc2nc(-c3ccccc3Cl)oc2C)CC1
 : -7	-10	20	4	-15	-7	-1.1	0	-7	-1.0	-3
> CCOc1ccc(C(=O)NCC(=O)NNC(=O)C2COc3ccccc3O2)cc1OCC (centres undefined)
 : 0	1	nt	-1	157	-2	1.3	-5	4	0.5	35
> Oc1c(/C=N/c2ccccn2)sc2ccccc12
 : 5	-7	16	-3	+	-1	-0.1	-5	-4	2.5	23
> COc1ccc(-c2noc(CCCC(=O)NCc3ccco3)n2)cc1OC
 : 1	7	-25	-1	11	-10	-1.8	1	-12	1.5	-1
> O=C(NN(C(=O)c1ccccc1)c1cccs1)c1ccccc1
 : 10	-6	-3	-4	nt	2	1.2	-4	-7	0.4	-2
> COC(=O)C(CCSC)NC(=O)c1cn(-c2ccc(OC)cc2)c(=O)c2ccccc12 (centres undefined)
 : 8	-6	0	-1	1	-6	1.0	0	-6	-0.7	-2
> CCN(C(=O)COC(=O)c1ccccc1NCCO)C1CCS(=O)(=O)C1 (centres undefined)
 : -6	-167	15	-6	-12	0	2.9	-7	-10	1.6	-1
> O=C(OCC(=O)c1ccc(Cl)cc1Cl)c1ccccn1
 : 1	6	-19	-2	-3	-4	1.0	-7	-2	0.1	1
> O=C(CCN1C(=O)c2ccccc2S1(=O)=O)N1CCN(c2ccc(F)cc2)CC1
 : -10	-2	-13	-1	51	-14	0.9	-18	6	0.7	6
> CCOc1ccc(C2c3[nH]c4ccccc4c3C[C@H]3C(=O)N(C4CC4)CC(=O)N23)cc1OC (some centres undefined)
 : 2	-2	0	10	-29	-12	0.3	-15	-18	-0.4	0
> O=C(C1CCN(S(=O)(=O)c2ccc(Cl)cc2)CC1)N1CCC1
 : 3	nt	25	nt	-5	6	nt	1	1	2.1	0
> C=C(C)CNC(=S)N/N=C\c1ccc2c(c1)OCO2
 : 1	26	14	-2	-4	4	-2.9	2	4	-3.1	-2
> COc1ccc(C(=O)OCc2cc(=O)n3c(C)csc3n2)cc1F
 : -2	-6	nt	-4	-1	-17	1.1	-15	-11	-0.1	-2
> COc1ccc(C2=NO[C@@H]3[C@@H]4C[C@@H]([C@H]5C(=O)N(C)C(=O)[C@@H]45)[C@H]23)cc1
 : 3	8	-21	-2	0	-2	1.0	-4	-14	-0.3	-2
> Cc1ccc(S(=O)(=O)N2CCCCC2)cc1NS(=O)(=O)c1cccc(C(=O)O)c1
 : 2	-3	3	-2	10	-3	1.4	9	-1	0.6	-1
> COc1ccc(N(CC(=O)Nc2c(C)n(C)n(-c3ccccc3)c2=O)S(=O)(=O)c2ccc(C)cc2)cc1OC
 : 1	0	6	-1	1	-3	1.1	-10	12	0.1	1
> Cc1ccc(CNC(=O)C(C)OC(=O)c2ccco2)cc1 (centres undefined)
 : -1	-8	4	0	1	-4	0.4	-10	-8	-0.7	12
> Cc1ccc(S(=O)(=O)c2c(N)n(NC(=O)C3CC3)c3nc4ccccc4nc23)cc1
 : 0	-5	17	-2	24	-7	-2.1	-4	2	-0.9	-5
> CCCCn1c(-c2ccncc2)nc2c1c(=O)[nH]c(=O)n2CC(C)C
 : 7	-4	-11	0	4	-6	-0.4	-2	-12	-3.1	-2
> COc1ccc(NC(=O)CCC2CCCCC2)cc1S(=O)(=O)N1CCCCC1
 : 6	-3	-4	2	25	-15	-0.6	-12	2	1.6	0
> O=C(Nc1nnc(CCN2CCCCC2)s1)c1cccc(Cl)c1
 : -1	-8	-3	-1	7	2	-0.5	4	-1	-0.5	0
> Cc1c(CCC(=O)N[C@@H](C)C(=O)O)c(=O)oc2cc3oc4c(c3cc12)CCCC4
 : -4	1	-8	1	-5	-6	-4.2	-1	11	2.2	-2
> COc1ccccc1CNC(=O)c1ccc(N2CCOCC2)c([N+](=O)[O-])c1
 : 0	2	10	-1	-8	0	1.1	0	-5	-1.5	12
> CCN(CC)c1ccc(/C=N/N=C(c2ccccc2)c2ccccc2)c(O)c1
 : -1	0	12	-1	10	2	-0.2	6	11	-2.4	3
> O=C(Cc1cccs1)N1CCN=C1SCc1ccc(Br)cc1
 : 4	-3	8	-4	-2	-10	0.4	-2	-15	-2.5	nt
> Cc1cc(OCC(=O)Nc2cc(-c3nn4c(C)nnc4s3)ccc2C)ccc1Cl
 : 9	-7	3	-2	135	38*	-1.8	3	-4	-0.8	nt
> Cc1nn(-c2ccccc2)cc1C(c1c(N)[nH]c(=S)[nH]c1=O)c1c(N)[nH]c(=S)[nH]c1=O
 : -6	-6	-9	-2	1	-4	0.6	11	-12	3.9	-3
> Nc1cc2c(cc1[N+](=O)[O-])OCO2
 : 2	-4	1	-1	-23	-9	1.1	-14	3	-0.3	nt
> CCC(C(=O)NCCc1ccccc1OC)n1nc(C)c2c(C)n(-c3ccccc3)nc2c1=O (centres undefined)
 : 2	0	-20	2	-6	-12	-0.6	-6	-11	2.3	3
> Cc1c(C(=O)OCC(=O)N(CCC#N)c2ccccc2)oc2c1ccc1ccccc12
 : 2	-26	39	0	-3	-14	0.3	-12	-9	-0.9	-4
> CCOC(=O)/C=C1\SCC(=O)N1CC(=O)c1ccc[nH]1
 : 3	7	nt	1	81	-13	0.8	-8	-6	-0.2	2

# Entries above that bear a hit mark in dFosB activator.
compound,RTF Ca sens act,Rtt109 Vps75,Keap1-Nrf2 PPI,SUMO Mot1 rescue,dFosB activator,C-LANA FP,Cardiac RTF inh,PvdQ inh,CDK5 inh,NSD2 HMT inh
Cc1cc(OCC(=O)Nc2cc(-c3nn4c(C)nnc4s3)ccc2C)ccc1Cl,9,-7,-2,135,38*,-1.8,3,-4,-0.8,nt

# Looked up one by one from above:
# Values run as follows: RTF Ca sens act	Rtt109 Vps75	PfHsp90 yeast 2	Keap1-Nrf2 PPI	SUMO Mot1 rescue	dFosB activator	C-LANA FP	Cardiac RTF inh	PvdQ inh	CDK5 inh	NSD2 HMT inh
> COc1ccccc1OC(C)C(=O)Nc1ccc2c(c1)n(C)c(=O)n2C (centres undefined)
 : 0	5	0	-1	-12	-6	0.3	-10	-10	-0.9	0
> Cc1ccc(S(=O)(=O)c2c(N)n(NC(=O)C3CC3)c3nc4ccccc4nc23)cc1
 : 0	-5	17	-2	24	-7	-2.1	-4	2	-0.9	-5
> Cc1ccc(S(=O)(=O)N2CCCCC2)cc1NS(=O)(=O)c1cccc(C(=O)O)c1
 : 2	-3	3	-2	10	-3	1.4	9	-1	0.6	-1
> CCOc1ccc(C(=O)NCC(=O)NNC(=O)C2COc3ccccc3O2)cc1OCC (centres undefined)
 : 0	1	nt	-1	157	-2	1.3	-5	4	0.5	35

# Part of the list above in another layout:
molecule	RTF Ca sens act	Rtt109 Vps75	PfHsp90 yeast 2	Keap1-Nrf2 PPI	SUMO Mot1 rescue	dFosB activator	C-LANA FP	Cardiac RTF inh	PvdQ inh	CDK5 inh	NSD2 HMT inh
CCOC(=O)/C=C1\SCC(=O)N1CC(=O)c1ccc[nH]1	3	7	nt	1	81	-13	0.8	-8	-6	-0.2	2
Cc1c(C(=O)OCC(=O)N(CCC#N)c2ccccc2)oc2c1ccc1ccccc12	2	-26	39	0	-3	-14	0.3	-12	-9	-0.9	-4
